Cardio protect: cardioprotection against H2O2-induced cell death, primary screen, uHTS, H9c2 cells, ATPLite luminescence; AID 588492, 2011; 360,000 tested, 0.63% active; protection from H2O2 cell death, % at 20 µM; H9c2 cardiomyocytes, H2O2 injury protection, 2 h;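 active = compounds giving at least 50% protection of heart cells from peroxide-induced death in the single-dose screen, raw or plate-pattern-corrected value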;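 note: 0% = DMSO wells with peroxide and 100% = DMSO wells without peroxide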
iPSC survival up: enhancers of single-cell hiPSC survival, primary screen, ATPlite luminescence. 100% = ROCK inhibitor wells, 0% = DMSO. survival enhancement, % at 20 µM. 360,000 tested, 0.044% active; in the data active = survival enhancement above about 18%;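 note: cells exposed to compounds for 16 hours before the ATP read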
aDG glyco act: activators of alpha-DG glycosylation, primary screen, uHTS, Pro5-aDG cells, AlphaScreen; activation, % at 10 µM; AID 624168, 2012; alpha-DG glycosylation AlphaScreen (IIH6); 0% Pro5, 100% B10-LARGE cell signal; 360,000 tested, 0.22% active;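 active = activation of at least 8% versus controls, or a plate z-score of at least 8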;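 note: Pro5 are CHO cells carrying HIG-tagged alpha-DG that lacks glycosylation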
Glyco luc inh: increase of ERlucT glycosylation luciferase signal, primary screen, N-linked glycosylation inhibitor project, D54 ERlucT cells, luminescence, set 2 | D54 ERlucT glycosylation luciferase reporter, 24 h; percent of 100 nM tunicamycin response | reporter increase, % at 12.5 µM | 360,000 tested, 0.23% active | AID 588692, 2011;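 active = mean luciferase reporter signal, scaled so untreated is 0 and the glycosylation-blocking control 100, at or above a set limit in every replicate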;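 note: luciferase carries N-glycosylation sites so blocking glycosylation raises the light; 0% = median of neutral control wells and 100% = median of 100 nM tunicamycin wells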
ABHD5-PLIN5 inh: ABHD5-PLIN5 interaction inhibitors, primary screen, cell lysate, split luciferase complementation, luminescence. Perilipin-5 (Homo sapiens) + 1-acylglycerol-3-phosphate O-acyltransferase ABHD5 (Homo …. Split G. princeps luciferase complementation, 4 h. inhibition, % at 4 µM. 360,000 tested, 0.78% active;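 active = inhibition above the mean inhibition across every tested compound plus 3 SD, cut at about 22% in these data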;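 note: 0% = DMSO only wells and the 100% control is not disclosed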
m5-HT2A agonist: mouse Htr2a agonists via beta-arrestin recruitment, primary screen, cell-based, luminescence; CHO-K1 mHTR2A beta-arrestin complementation; percent of 30 µM serotonin response; 360,000 tested, 0.66% active; activation, % at 7.6 µM; 5-hydroxytryptamine receptor 2A (Mus musculus), P35363;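 active = activation above a run cutoff, the mean activation of all tested compounds plus 3 SD, cut at about 14% in these data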;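 note: 0% = plate median of compound wells and 100% = 30 µM serotonin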
Target sequence (P35363 whole entry, looked up): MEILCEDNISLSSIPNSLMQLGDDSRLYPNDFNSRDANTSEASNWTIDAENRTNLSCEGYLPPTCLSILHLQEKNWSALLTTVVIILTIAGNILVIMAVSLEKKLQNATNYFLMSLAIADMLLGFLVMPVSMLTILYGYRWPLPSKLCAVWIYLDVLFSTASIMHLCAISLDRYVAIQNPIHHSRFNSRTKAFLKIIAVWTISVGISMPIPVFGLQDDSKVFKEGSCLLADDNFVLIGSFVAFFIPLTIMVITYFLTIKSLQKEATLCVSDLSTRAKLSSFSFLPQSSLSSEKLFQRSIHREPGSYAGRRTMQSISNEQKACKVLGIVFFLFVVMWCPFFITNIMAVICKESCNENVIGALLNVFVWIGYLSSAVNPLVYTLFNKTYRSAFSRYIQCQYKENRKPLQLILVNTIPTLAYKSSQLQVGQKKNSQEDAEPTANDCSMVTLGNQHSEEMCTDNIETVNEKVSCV
MC4R barr agon: MC4R agonists recruiting beta-arrestin, primary screen, cell-based, luminescence, agonist arm of biased-ligand search; Melanocortin receptor 4 (Homo sapiens), P32245; U2OS MC4R beta-arrestin complementation; percent of melanotan II response, DMSO zero; activation, % at 8.9 µM; 360,000 tested, 0.98% active;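 active = activation above a per-plate cutoff, the mean activation of sample wells on that plate plus 3 SD, cut at about 8% in these data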
Target sequence (P32245 whole entry, looked up): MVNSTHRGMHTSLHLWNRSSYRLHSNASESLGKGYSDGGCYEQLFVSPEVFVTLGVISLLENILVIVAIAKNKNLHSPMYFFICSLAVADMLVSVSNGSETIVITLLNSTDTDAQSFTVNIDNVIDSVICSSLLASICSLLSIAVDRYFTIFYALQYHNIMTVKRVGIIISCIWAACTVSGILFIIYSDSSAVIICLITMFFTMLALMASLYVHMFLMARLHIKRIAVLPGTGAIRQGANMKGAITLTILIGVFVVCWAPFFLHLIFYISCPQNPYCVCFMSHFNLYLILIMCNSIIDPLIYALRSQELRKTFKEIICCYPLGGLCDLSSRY
ABCB6 inh MLPCN: ABCB6 transporter inhibitors, primary screen, K562-ABCB6 cells, flow cytometry, MLPCN library; fluorescence ratio to DMSO, % at 10 µM; 360,000 tested, 0.19% active; K562-ABCB6 porphyrin accumulation, 1 h; active compounds read low;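 active = fluorescence ratio to DMSO below 75%, the collection mean minus 3 SD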;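 note: signal is porphyrin accumulated inside mitochondria; 100% equals median channel fluorescence of DMSO control wells; lower ratio means ABCB6 inhibition with less porphyrin fluorescence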
Exocytosis inh: LAMP-1 surface exposure blockers, TALL-104 cells – cell-based, flow cytometry, MLPCN library, primary screen | TALL-104 LAMP-1 surface exposure; cells stimulated with thapsigargin and PMA | inhibition, % at 10 µM | 360,000 tested, 0.66% active | AID 651702, 2012;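 active = inhibition above about 55%, limit read from the data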
MC4R antag cAMP: MC4R antagonists of cAMP signaling, primary screen, cell-based, TR-FRET, antagonist arm of biased-ligand search. Melanocortin receptor 4 (Homo sapiens), P32245. MC4R-expressing cells, MTII-stimulated cAMP, LANCE TR-FRET. inhibition, % at 6.5 µM. 360,000 tested, 0.48% active;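 active = inhibition above its plate's cutoff, the mean of tested wells on that plate plus 3 SD, cut at about 29% in these data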;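 note: 0% = Melanotan II alone and 100% = Melanotan II plus saturating MCL0020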
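Material: U2OS-MC4R stable cell line | Reagent: Melanotan II challenge after compound preincubation | Doses: One concentration, 6.5 µM nominal | Incubation: 30-min compound preincubation, 1-h Melanotan II challenge, 1-h detection, room temperature | Signal: TR-FRET cAMP assay | Replicates: One well per compound, no replicates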
The depositor's hits bear a star; · = no result given.

Below each compound: Cardio protect | iPSC survival up | aDG glyco act | Glyco luc inh | ABHD5-PLIN5 inh | m5-HT2A agonist | MC4R barr agon | ABCB6 inh MLPCN | Exocytosis inh | MC4R antag cAMP
#1 CC1(c2nnc(-c3ccccc3)o2)CC(c2ccccc2)=NO1 (stereo not drawn)
→ -6 | 0.5 | -0.1 | -1 | 3 | 4 | -0.1 | 97 | -1 | 0
#2 CCOC(=O)N1CCN(C(=O)COC(=O)c2ccc(Cl)nc2)CC1
→ 0 | 4.0 | -0.1 | 0 | -2 | -1 | -2.1 | 104 | -8 | 15
#3 COc1cc(CN2C[C@@H](CO)O[C@@H](n3cnc4c(Nc5ccccc5)ncnc43)C2)cc(OC)c1OC
→ 79* | 1.6 | -0.5 | 2 | 2 | -3 | 0.5 | 92 | 15 | 11
#4 N#C/C(=C(/O)c1cccc(F)c1)c1nc2ccccc2s1
→ -16 | 0.8 | 0.2 | -2 | -2 | 2 | 1.7 | 99 | 4 | 2
#5 O=C(CN(C(=O)CSc1nc2ccccc2o1)c1ccccc1F)NC1CCCCC1
→ -2 | -0.3 | 0.2 | -3 | -4 | -1 | -0.1 | 96 | -8 | 8
#6 Cc1ccc2c(c1)C1CN(C)CCC1N2S(=O)(=O)c1ccc(Oc2ccc([N+](=O)[O-])cc2)cc1 (stereo not drawn)
→ 13 | -0.7 | -0.1 | 0 | 16 | -7 | -1.7 | 96 | 8 | 3
#7 Cc1ccc(F)cc1NC(=O)C1C2CCC(O2)C1C(=O)O (stereo not drawn)
→ 6 | -0.3 | 0.1 | 1 | 6 | 5 | 1.1 | 101 | -8 | 19
#8 CC(C)CC1C(=O)N(Cc2cn(CCC3OCCO3)nn2)CCS(=O)(=O)N1Cc1ccc(-c2ccc(F)cc2)cc1 (stereo not drawn)
→ 20 | -1.8 | -0.1 | 5 | 8 | 0 | -1.2 | 100 | 13 | 10
#9 O=C(c1ccccc1)c1cc([N+](=O)[O-])ccc1N1CCCC1
→ -7 | 0.7 | 0.1 | 0 | 2 | -2 | -3.5 | 102 | 0 | -3
#10 COc1ccc(CN2C(=O)CN(C3CCCCCC3)C(=O)C2c2ccc(F)cc2)cc1 (stereo not drawn)
→ 7 | -1.9 | 0.2 | 2 | -4 | 0 | -2.5 | 100 | 0 | 16
#11 CC1(C)OC(=O)C(=CNc2ccccn2)C(=O)O1
→ 7 | -0.1 | -0.1 | 1 | -1 | 10 | -0.2 | 100 | -8 | -1
#12 COC(=O)c1cnc(Nc2nc(C(N)COCc3ccccc3)cs2)nc1C(F)(F)F (stereo not drawn)
→ 9 | 3.2 | 0.7 | -1 | 5 | 3 | 0.1 | 89 | 4 | -1
#13 CCOc1ccc(/C=N/NC(=O)Cc2ccccc2)cc1CN1CC2CC(C1)c1cccc(=O)n1C2 (stereo not drawn)
→ 3 | 1.5 | 0.4 | -2 | 2 | 2 | -0.1 | 102 | -1 | 18
#14 CN(CC(=O)O)S(=O)(=O)c1ccc2[nH]c(=O)c(=O)[nH]c2c1
→ 6 | -0.5 | 0.4 | -1 | -7 | -1 | 1.8 | 104 | 0 | -4
#15 CCS(=O)(=O)N1CCC(C(=O)Nc2ccc(C(C)=O)cc2)CC1
→ 0 | -0.7 | -0.1 | 0 | -1 | 0 | 0.8 | 97 | 0 | 11
#16 COC(=O)c1cccc(NC(=O)CCN2C(=O)NC(C)(C)C2=O)c1
→ 5 | 7.4 | 0.4 | 1 | -4 | -3 | -1.2 | 102 | -5 | 4
#17 CCN(CC)S(=O)(=O)c1ccc(O)c(C(=O)OCC(=O)Nc2cc(C)c(C)cc2[N+](=O)[O-])c1
→ -5 | -0.3 | -0.2 | -4 | 5 | 3 | -3.0 | 94 | 0 | 1
#18 O=C(Nc1ccc(Cl)c(S(=O)(=O)N2CCOCC2)c1)c1n[nH]c(=O)c2ccccc12
→ 2 | -0.2 | -0.3 | 0 | 8 | 0 | -1.0 | 100 | 1 | 1
#19 O=C(COC(=O)Cn1cnc2ccccc21)NCc1ccc(F)cc1
→ 4 | 0.8 | -0.2 | 2 | 0 | -1 | -1.6 | 96 | 2 | 15
#20 CC(C)CC1NC(=O)N(CC(=O)N2CCN(S(=O)(=O)c3ccc4ccccc4c3)CC2)C1=O (stereo not drawn)
→ -5 | 1.2 | -0.1 | 2 | 13 | 8 | -0.7 | 103 | 0 | 6
#21 COc1cc2c(=O)c(-c3ccc(O)cc3)coc2cc1OC1OC(CO)C(O)C(O)C1O (stereo not drawn)
→ -1 | -0.1 | 0.0 | 2 | 2 | 5 | -0.6 | 102 | 13 | 12
#22 Cc1ccccc1OCCC(=O)OCC(=O)Nc1cc(S(=O)(=O)N2CCOCC2)ccc1Cl
→ -7 | 0.3 | 0.5 | 2 | -3 | 1 | 1.1 | 104 | -3 | 35*
#23 O=C(Cn1cnc2c(cnn2-c2ccc(F)cc2)c1=O)OCc1ccccc1
→ -1 | 1.1 | -0.1 | 0 | 3 | 1 | 0.4 | 98 | -1 | -5
#24 COc1cccc2sc(NNC(=O)c3nc4ccccc4s3)nc12
→ 54* | 1.7 | -0.2 | 1 | -18 | 0 | -0.9 | 97 | 1 | 5
#25 N#C/C(=C/N1CCOCC1)c1ccccc1
→ 1 | -1.1 | -0.3 | 1 | 10 | -1 | 0.4 | 102 | -3 | 5
#26 CC(C)c1[nH]nc2c1C(c1ccco1)C(C#N)=C(N)O2 (stereo not drawn)
→ 8 | -0.2 | -0.2 | 3 | -2 | 2 | -1.0 | 85 | -1 | 0
#27 CCOC(=O)/C=C/c1cc(F)ccc1O
→ · | · | -0.3 | · | 3 | -5 | · | · | -3 | ·
#28 CCNc1nc(NCC)nc(N/N=C/c2ccccc2)n1
→ 3 | -0.5 | 0.0 | 3 | 7 | -6 | -0.6 | 98 | -19 | -3
#29 COc1cnc(-c2cccc(C(F)(F)F)c2)[nH]c1=O
→ 3 | 1.9 | -0.5 | 2 | 1 | 0 | -1.4 | 90 | 0 | 6
#30 O=C(NC(=O)c1ccccc1)Nc1cccc(S(=O)(=O)N2CCCCC2)c1
→ 0 | -0.5 | 0.0 | -1 | -4 | 0 | -2.1 | 98 | 0 | -2

Entries of single compounds, looked up by structure. Order of screens: Cardio protect | iPSC survival up | aDG glyco act | Glyco luc inh | ABHD5-PLIN5 inh | m5-HT2A agonist | MC4R barr agon | ABCB6 inh MLPCN | Exocytosis inh | MC4R antag cAMP
Record of CCOC(=O)/C=C/c1cc(F)ccc1O = · | · | -0.3 | · | 3 | -5 | · | · | -3 | ·
Record of COc1cnc(-c2cccc(C(F)(F)F)c2)[nH]c1=O = 3 | 1.9 | -0.5 | 2 | 1 | 0 | -1.4 | 90 | 0 | 6

The list continues:
Below each compound: Cardio protect | iPSC survival up | aDG glyco act | Glyco luc inh | ABHD5-PLIN5 inh | m5-HT2A agonist | MC4R barr agon | ABCB6 inh MLPCN | Exocytosis inh | MC4R antag cAMP
#31 COc1ccc(/C=N/NC(=O)c2cc[n+]([O-])cc2)cc1O
→ -5 | -0.4 | -0.1 | 0 | -7 | -5 | -0.4 | 97 | 30 | -14
#32 CCOC(=O)c1cccc(COC(=O)c2cccc(-c3nnc(-c4ccccc4)o3)c2)c1
→ 31 | -0.1 | 0.6 | -4 | 0 | -2 | 2.0 | 93 | -2 | -6
#33 Cc1ccc(S(=O)(=O)NC(C(=O)N2CCOCCOCCOCC2)c2ccccc2)cc1 (stereo not drawn)
→ 2 | -0.6 | -0.1 | 0 | 1 | -1 | -0.6 | 102 | -4 | -2
#34 Cc1cc(NC(=O)c2ccc(Cl)c(S(=O)(=O)N3CCOCC3)c2)no1
→ 4 | 0.0 | -0.1 | 1 | 2 | -3 | -2.7 | 95 | 0 | 4
#35 CN(C)/C=C/C(=O)/C=C/c1cn(-c2ncc(C(F)(F)F)cc2Cl)c2ccccc12
→ 10 | 0.6 | -0.1 | -4 | 17 | 9 | 1.4 | 98 | -2 | 5
#36 CCC(C)CN1C(=O)CSCC1(C)C(=O)NCc1ccccc1 (stereo not drawn)
→ · | · | 0.0 | · | 0 | 2 | · | · | 2 | ·
#37 COc1ccc(NC(=S)N(CCN(C)C)C(C)c2ccco2)cc1 (stereo not drawn)
→ 2 | 0.7 | 0.0 | -2 | 3 | -2 | -0.6 | 94 | 7 | 4
#38 COc1ccc(NS(=O)(=O)c2ccc3c(c2)N(C(C)=O)CC(C)S3)c(OC)c1 (stereo not drawn)
→ -10 | -0.5 | 0.3 | -2 | -2 | 2 | 0.4 | 95 | 5 | -1
#39 Cn1ncc2c(c(SCc3ccc(Cl)cc3Cl)nn2C)c1=O
→ -11 | -0.2 | -0.2 | 0 | -3 | 5 | 2.3 | 98 | -5 | -6
#40 O=c1c2ccccc2c(/C=N/NS(=O)(=O)c2ccccc2)c(O)n1-c1ccccn1
→ 5 | -0.4 | 0.0 | 3 | 0 | 4 | 0.4 | 112 | -1 | -4
#41 O=S(=O)(CCc1ccccc1)/N=C/c1cccs1
→ -1 | 2.3 | -0.3 | 2 | 3 | 6 | 0.0 | 116 | -6 | 5
#42 Cc1cccc(NC(=O)CCN2C(=O)c3ccccc3C2=O)c1
→ 8 | -0.3 | 0.0 | 0 | 14 | 1 | 0.8 | 100 | -2 | -4
#43 Cc1c(OCc2nn[nH]n2)ccc2c(-c3ccccc3)cc(=O)oc12
→ 22 | -0.8 | 0.0 | 0 | 9 | 3 | -3.2 | 93 | -1 | 9
#44 O=C(CCCCCN1C(=O)c2ccccc2C1=O)Nc1cccc(O)c1
→ 0 | 0.0 | 0.0 | 1 | 1 | 2 | -1.2 | 95 | 0 | 11
#45 O=S1(=O)CCC(NC(=S)Nc2ccccc2)C1 (stereo not drawn)
→ -3 | 2.8 | -0.2 | 0 | 13 | 6 | -0.2 | 91 | -9 | -6
#46 CCOc1ccc2[nH]c(=O)c(CN(CCOC)C(=O)N3CCOCC3)cc2c1
→ -1 | 0.6 | -0.1 | 2 | 7 | 7 | 0.4 | 101 | -3 | 5
#47 Cc1ccc(NC(=O)CSCC(=O)Nc2ccc(N3CCOCC3)cc2N2CCOCC2)cc1
→ 10 | 0.7 | 0.0 | 2 | -4 | -3 | -1.9 | 95 | 5 | 4
#48 COc1ccc(OC)c(-n2c(C)cc(C=O)c2C)c1
→ -2 | 0.4 | 0.1 | 4 | -6 | -2 | -2.0 | 90 | -1 | 7
#49 O=C(N/N=C/c1ccc2c(c1)OCO2)c1cc(-c2ccccc2)nc2ccccc12
→ 5 | 0.3 | 0.8 | 2 | 4 | -6 | 1.1 | 99 | -5 | -5
#50 CNC(=O)/C(=C\C=C\c1ccccc1)NC(=O)c1ccc([N+](=O)[O-])cc1
→ 2 | -1.5 | -0.4 | 0 | 3 | 9 | -0.1 | 91 | -5 | -16

From PubChem
